V1aR counter: activates human V1a receptor in oxytocin agonist counter-screen; AID 2797; 0.25% of 320,000 active; P37288; activation, % at 3 µM; CHO-V1R cells, Fluo-8 calcium fluorescence, agonist mode; 0% DMSO, 100% 3 nM vasopressin;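 active means activation above the mean activation of all tested compounds plus 3 SD, per screening run, cut at about 20% in these data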;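 further: signal is peak over basal fluorescence ratio across a 100 second FLIPR read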
Target sequence (P37288 whole entry, looked up): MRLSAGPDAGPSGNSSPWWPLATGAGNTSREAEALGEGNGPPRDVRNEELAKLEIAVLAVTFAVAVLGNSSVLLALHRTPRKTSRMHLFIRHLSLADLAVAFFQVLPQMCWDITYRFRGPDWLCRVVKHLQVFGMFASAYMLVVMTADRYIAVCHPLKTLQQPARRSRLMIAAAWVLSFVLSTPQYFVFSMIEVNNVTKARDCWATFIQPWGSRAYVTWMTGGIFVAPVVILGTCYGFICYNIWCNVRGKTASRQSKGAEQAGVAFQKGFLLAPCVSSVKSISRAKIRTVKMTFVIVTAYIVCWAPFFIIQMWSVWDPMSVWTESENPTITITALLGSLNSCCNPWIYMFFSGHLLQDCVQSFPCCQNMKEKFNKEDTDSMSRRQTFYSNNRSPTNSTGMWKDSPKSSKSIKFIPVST
OXTR ag: human OXTR agonism. P30559. CHO-OTR cells, Fluo-8 calcium fluorescence; normalized: DMSO 0%, oxytocin 100%. activation, % at 3 µM. 0.32% of 320,000 active. AID 2435;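 active means activation above the mean of all tested compounds plus 3 SD, cutoff set per screening run, cut at about 20% in these data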;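 further: peak over basal fluorescence ratio from a 100 s FLIPR kinetic read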
GalR3 antag: human GalR3 antagonism. O60755. HEK293 GalR3-CNG cAMP membrane potential fluorescence; galR3 body fused to GalR1 C-terminus. inhibition, % at 3 µM. 0.44% of 360,000 active. AID 651719;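 active means inhibition above the screen-wide average plus 3 SD, cut at about 13% in these data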;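 further: forskolin and galanin both at EC90 stimulate the cells; cAMP rise reported by CNG channel membrane potential dye signal; 0% = forskolin plus galanin with DMSO and 100% = forskolin alone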
Target sequence (O60755 1-299 limits assumed): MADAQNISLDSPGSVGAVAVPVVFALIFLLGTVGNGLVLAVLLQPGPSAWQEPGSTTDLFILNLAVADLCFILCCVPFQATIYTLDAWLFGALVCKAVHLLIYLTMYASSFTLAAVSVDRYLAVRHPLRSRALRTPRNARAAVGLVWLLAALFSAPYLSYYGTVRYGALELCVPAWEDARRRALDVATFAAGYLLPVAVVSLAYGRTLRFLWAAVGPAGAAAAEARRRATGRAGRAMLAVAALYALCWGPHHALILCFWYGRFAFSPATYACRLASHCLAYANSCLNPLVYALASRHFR
An asterisk follows results filed as active.

Below each compound: V1aR counter	OXTR ag	GalR3 antag
Cc1noc(C)c1NC(=O)N(C)C[C@H]1Oc2ccc(NC(=O)CCC(F)(F)F)cc2C(=O)N([C@H](C)CO)C[C@@H]1C
  -0.2	1.9	-4
O=C(COC(=O)Cc1ccc(F)cc1)NC(=O)NC1CCCC1
  -0.6	-1.1	-3
CCOC(=O)c1c(C)[nH]c(C(=O)CN(C)CC(=O)Nc2ccccc2Cl)c1C
  4.2	4.4	-7
NC(=O)CSc1ccc(S(=O)(=O)N2CCOCC2)cn1
  0.9	1.3	-2
Cn1c2c(c3ccccc31)CCN=C2c1ccccc1
  -0.6	-1.2	-5
O=C(CN1CCN(S(=O)(=O)c2cccc(Cl)c2)CC1)N1CCCCC1
  0.2	-0.7	-2
CC1(C)C(=O)Nc2ccccc2N1C(=O)COC(=O)CNS(=O)(=O)c1ccc(F)c(F)c1F
  0.1	0.5	-4
O=C(O)CC1(CC(=O)Nc2ccccc2Br)CCCC1
  0.6	-1.3	-4
O=C(C[n+]1ccccc1)NNc1ccccc1
  0.2	0.5	-2
O=C(O[C@@H](C(=O)O)[C@@H](OC(=O)c1ccccc1)C(=O)O)c1ccccc1
  1.6	0.7	-2
O=C(COC(=O)c1cccc(S(=O)(=O)N2CCOCC2)c1)NCc1ccccc1
  1.5	1.3	-2
CC(=O)c1ccc(OCC(=O)OC(C)C(=O)NC2CCCCC2)cc1 (centres undefined)
  0.6	-0.4	-2
CCCCN(Cc1nc2ccccc2c(=O)[nH]1)C(=O)CN1C(=O)NC2(CCCCC2)C1=O
  -0.2	0.1	-5
CCOc1cc(C(=O)OCc2ccc([N+](=O)[O-])cc2)ccc1OCC(=O)N1CCOCC1
  0.9	0.5	-2
COc1ccc(N2CC(C(=O)N3CCC(c4nc5ccccc5[nH]4)CC3)CC2=O)cc1 (centres undefined)
  -0.7	-1.5	3

4 compounds already listed, ordered by the number in GalR3 antag, highest first:
SMILES | GalR3 antag
COc1ccc(N2CC(C(=O)N3CCC(c4nc5ccccc5[nH]4)CC3)CC2=O)cc1 (centres undefined) | 3
CCOc1cc(C(=O)OCc2ccc([N+](=O)[O-])cc2)ccc1OCC(=O)N1CCOCC1 | -2
O=C(COC(=O)Cc1ccc(F)cc1)NC(=O)NC1CCCC1 | -3
Cn1c2c(c3ccccc31)CCN=C2c1ccccc1 | -5

The results go on.
Below each compound: V1aR counter	OXTR ag	GalR3 antag
O=C(Cc1ccc(F)cc1)NCCS(=O)(=O)N1CCN(c2cccc(Cl)c2)CC1
  2.2	7.1	-1
CC(=O)c1c(C)[nH]c(C(=O)OCc2cc(-c3ccco3)on2)c1C
  7.8	5.9	-7
O=C(NCC1CC1)c1cc(-c2ccccc2)nn1CC1CC(c2cccc([N+](=O)[O-])c2)=NO1 (centres undefined)
  -0.3	0.7	-4
Cc1cc(Cn2nc(-c3ccccc3C)cc2C(=O)O)on1
  0.6	1.3	1
CSc1ccc(COC(=O)c2cc([N+](=O)[O-])ccc2N2CCOCC2)cc1
  1.1	-0.5	-5
COc1ccc(NC(=O)CSCC(=O)N2CCN(c3cccc(C(F)(F)F)c3)CC2)cc1
  6.1	4.6	1
CCCCn1c(N)c(N(CC(C)C)C(=O)c2c(-c3ccccc3)noc2C)c(=O)[nH]c1=O
  -0.2	-0.3	0
CC1CC(C)CN(C(=O)CN2C(=O)NC(C)(C)C2=O)C1 (centres undefined)
  0.7	2.0	2
CC1CCCCN1C(=O)COC(=O)c1ccc(=O)n(Cc2ccccc2)n1 (centres undefined)
  -0.6	-0.7	-3
COc1cc(C=O)ccc1Oc1ccc(S(=O)(=O)N2CCOCC2)cc1[N+](=O)[O-]
  4.6	5.1	-3
COc1ccc(NC(=O)N(C)C[C@H]2Oc3c(NC(=O)C4CC4)cccc3C(=O)N([C@H](C)CO)C[C@@H]2C)cc1
  1.6	2.4	1
O=C(Cn1[nH]c(=O)c2ccccc2c1=O)OCC(=O)c1ccc(Br)cc1
  4.5	4.0	-5
Cc1cccc(C)c1NC(=O)CN(C)C(=O)c1ccc(-n2cncn2)c([N+](=O)[O-])c1
  -0.3	-0.5	1
CN(C)S(=O)(=O)c1cccc(NC(=O)COC(=O)c2cccnc2Cl)c1
  1.7	1.1	-5
Cc1ccc2c(c1)c1c(n2CCc2ccc(C)nc2)CCN(C)C1
  0.9	1.2	-11
COc1ccc(C2=CC(=O)C[C@H](c3ccc(OC)cc3)C2)cc1
  1.1	-0.8	-4
Cc1ccc(C(=O)OCC(=O)c2c(N)n(C)c(=O)n(C)c2=O)cc1S(=O)(=O)N1CCOCC1
  1.6	0.9	-5
Cc1nn(-c2ccccc2)c(C)c1C(=O)OCC(=O)Nc1ccccc1F
  -0.1	-2.4	-3
CCCc1cc(=O)[nH]c(SCC(=O)Nc2ccc(OC)c(S(=O)(=O)N3CCCCC3)c2)n1
  0.9	1.2	-2
Cc1ccc(C)c(C(=O)COC(=O)Cn2[nH]c(=O)c3ccccc3c2=O)c1
  0.1	0.0	-5
CCOc1ccc(CCNC(=O)c2c(C)noc2C)cc1OCC
  0.9	0.7	1
CC(C)N(C(=O)[C@H]1CC(CC(=O)NCCCn2ccnc2)C(=O)N2CCc3c([nH]c4ccccc34)[C@]12C)C(C)C (some centres undefined)
  -0.4	-0.5	-2
O=C1CCC(C(=O)OCc2nnc(-c3ccc(Cl)cc3)o2)=NN1
  -0.2	-0.7	-2
CC(=O)c1ccc(S(=O)(=O)NCCC(=O)NC(C)c2ccncc2)cc1 (centres undefined)
  -0.2	0.4	-5
Cc1cc(C)cc(NC(=O)c2cccc(NC(=O)c3ccco3)c2)c1
  0.2	-1.3	-2
O=C1CC(NS(=O)(=O)c2ccc3ccccc3c2)CN1c1ccccc1 (centres undefined)
  1.9	0.6	-5
O=C(OCC#CCSc1nnc(-c2cccc3ccccc23)o1)c1cnc[nH]1
  9.9	13	-4
Cc1ccc(S(=O)(=O)N2CCN(C(=O)C3CSC4(C)CCC(=O)N34)CC2)cc1C (centres undefined)
  -1.0	-1.4	-3
CNS(=O)(=O)c1cccc(C(=O)NCC(c2cccs2)N2CCOCC2)c1 (centres undefined)
  0.3	0.1	0
CC1CC(C)CN(C(=O)c2cccc(NC(=O)CC3SC(N4CCCCC4)=NC3=O)c2)C1 (centres undefined)
  0.3	-0.5	-5
COc1ccc(NC(=O)COc2cccc(C(F)(F)F)c2)cn1
  0.0	-0.4	5
CCN(CC(=O)Nc1ccccc1C(F)(F)F)C(=O)CN1C(=O)NC(C)(c2ccccc2)C1=O (centres undefined)
  0.4	0.2	-2
C[C@H]1CN([C@@H](C)CO)C(=O)c2cc(NC(=O)C3CCCCC3)ccc2O[C@H]1CN(C)CC1CCCCC1
  0.6	0.2	1
CCOC(=O)C1CCCN(S(=O)(=O)c2ccc(Cl)nc2)C1 (centres undefined)
  0.0	-1.1	-3
Cc1ccc(C)c(C(=O)CCC(=O)NNC(=O)c2cccs2)c1
  0.5	1.6	-6
COc1cc2c(cc1OC)-c1cc3ccc(OC)c(OC)c3c[n+]1CC2
  -0.1	-0.4	-1
CCOC(=O)N1CCN(C(=O)CSC2=NS(=O)(=O)c3cc(F)ccc3N2)CC1
  -0.7	-1.1	-4
O=C(Nc1cc(Cl)ccc1-n1cncn1)c1ccc(F)c(S(=O)(=O)N2CCOCC2)c1
  -0.6	0.4	-3
CC(=O)c1c(C)[nH]c(C(=O)CN2CCN(S(=O)(=O)c3ccc(C(C)C)cc3)CC2)c1C
  14	13	-6
Cc1ccc(/C=C/C(=O)c2ccc([N+](=O)[O-])o2)cc1
  -0.2	-0.8	0
CC(C)(C)OC(=O)C[C@@H]1C/C=C\C[C@H](CC(=O)NCCO)C(=O)N[C@@H](c2ccccc2)COC1=O
  1.6	0.0	-1
Cc1ccc(S(=O)(=O)N2CCN(C(=O)c3n[nH]c4ccccc34)CC2)cc1
  2.1	1.8	-4
Cc1nnc(NC(=O)C(C)Sc2nnc(CNC(=O)c3ccccc3F)n2C)s1 (centres undefined)
  0.8	0.3	3
COCC(=O)N(C)C[C@H]1N[C@@](C)(C(=O)OC)[C@H]2C(=O)N(C)C(=O)[C@@H]12
  1.1	1.4	0
CCCCn1c(N)c(N(CCC(C)C)C(=O)C(C)N2C(=O)c3ccccc3C2=O)c(=O)[nH]c1=O (centres undefined)
  -1.3	-1.2	-5
CCOC(=O)C1=CC[C@@H](c2cc3ccc(OC)cc3n2C)N(S(=O)(=O)c2ccc(C)cc2)[C@H]1C(=O)OCC
  0.5	0.6	1
O=C(O)C(F)=C1c2ccccc2-c2ccccc21
  0.4	0.8	-7
COC(=O)[C@]1(C)N[C@H](c2ccc(-c3ccccc3)cc2)[C@@H]2C(=O)N(C)C(=O)[C@@H]21
  3.1	3.8	-3
O=S(=O)(Nc1ccc(-n2cnnn2)cc1)c1ccc(Cl)cc1
  1.2	5.3	-6
O=C(CSc1nc(=O)n(CCN2CCOCC2)c2c1CCCC2)Nc1ccc(F)cc1F
  0.2	-0.9	-4
COc1cc(OC)c(N(C)S(=O)(=O)c2cccc(C(=O)OCC(=O)N3CCOCC3)c2)cc1Cl
  1.4	3.7	-2
O=C(/C=C/c1ccccc1)OCC(=O)c1c[nH]c2ccccc12
  2.2	1.8	-1
COc1ccc(NC(=O)CCCN2C(=O)CN(C)C2=O)cc1Cl
  -0.1	1.1	-5
CCOC(=O)C1Nc2c(F)cc(C)cc2C2c3ccccc3CC12 (centres undefined)
  -0.9	-2.2	-3
CC1CCN(CC(O)COC2CC(C)CC(C)(C)C2)CC1 (centres undefined)
  0.1	0.3	-7
COCCN(C(=O)CSc1nnc(-c2ccccc2OC)o1)c1c(N)n(CC(C)C)c(=O)[nH]c1=O
  -0.1	-0.2	-5
Cc1ccc(CNC(=O)c2ccc(N3CCC4(CC3)CC(c3cccc(Br)c3)=NO4)c(NC(=O)c3ccc(Br)cc3)c2)cc1
  3.7	2.6	-4
O=C(Nc1ccc(F)cc1F)c1ccc(S(=O)(=O)NCc2ccco2)cc1
  4.3	4.5	0
CCOC(=O)c1cc(=O)n2c(nc3ccccc32)[nH]1
  0.3	-2.3	-2
COc1ccc(C(C)=O)cc1CSc1ccc(S(=O)(=O)N2CCOCC2)cn1
  5.8	3.7	1

Compound profiles, from the list above. Order of screens: V1aR counter	OXTR ag	GalR3 antag
Profile of O=C(Nc1ccc(F)cc1F)c1ccc(S(=O)(=O)NCc2ccco2)cc1 = 4.3	4.5	0
Profile of COc1ccc(C(C)=O)cc1CSc1ccc(S(=O)(=O)N2CCOCC2)cn1 = 5.8	3.7	1
Profile of COc1ccc(NC(=O)CCCN2C(=O)CN(C)C2=O)cc1Cl = -0.1	1.1	-5
Profile of Cc1ccc(CNC(=O)c2ccc(N3CCC4(CC3)CC(c3cccc(Br)c3)=NO4)c(NC(=O)c3ccc(Br)cc3)c2)cc1 = 3.7	2.6	-4
Profile of CCOC(=O)C1=CC[C@@H](c2cc3ccc(OC)cc3n2C)N(S(=O)(=O)c2ccc(C)cc2)[C@H]1C(=O)OCC = 0.5	0.6	1

Continuation.
Below each compound: V1aR counter	OXTR ag	GalR3 antag
Cc1cc(OCC(=O)OCC(=O)N2c3ccccc3NC(=O)C2(C)C)ccc1Cl
  8.5	7.8	-4
Nc1ccc(C(=O)OCC(=O)Nc2cccc(S(=O)(=O)NC3=NCCCCC3)c2)cc1[N+](=O)[O-]
  -0.2	-0.6	-5
CC(=O)c1ccc(OCC(=O)OCC(=O)NCc2ccco2)cc1
  0.3	-0.6	1
O=C(NNC(=O)c1ccco1)c1ccc(NS(=O)(=O)c2cccs2)cc1
  0.1	0.3	-2
Cc1ccc(C(=O)OCC(=O)NC2CCCC(C)C2C)cc1S(=O)(=O)N1CCCCC1 (centres undefined)
  1.9	-1.7	-9
O=C(COC(=O)C1COc2ccccc2O1)Nc1ccc(Cl)cc1 (centres undefined)
  -0.2	0.2	-3
COc1ccc(OC)c(NC(=O)COC(=O)COc2ccc(Nc3ccccc3)cc2)c1
  1.6	3.5	-5
CC(OC(=O)c1c[nH]c2ccccc12)C(=O)N1CCCC1 (centres undefined)
  0.9	0.7	-4
CCOC(=O)C1=CC[C@@H](c2cc(OC)c(OC)c(OC)c2)N(S(=O)(=O)c2ccc(C)cc2)[C@H]1C(=O)OCC
  -1.3	-1.7	6
COc1ccccc1C1=CC(=O)C[C@H](c2ccc3c(c2)OCO3)C1
  0.2	-1.7	-8
O=C(NCCO)c1nc(C(=O)c2ccc(Cl)cc2)c2ccccc2n1
  0.6	1.1	-3
O=C(CCc1ccc(S(=O)(=O)N2CCOCC2)cc1)OCC(=O)c1ccccc1
  2.3	2.2	-6
CC(=O)NC(CC(=O)NNC(=O)c1cccs1)c1ccccc1 (centres undefined)
  1.0	1.5	-3

Screening results (PubChem)

A portion of the library; the hit share may differ from the screen's.
